GPR55 antagonists: GPR55 antagonists blocking LPI-driven arrestin recruitment, primary screen, imaging, U2OS, beta-arrestin-GFP, LPI agonist (AID 2013) | U2OS GPR55 beta-arrestin-GFP translocation imaging, LPI antagonism; higher % means a stronger effect | one-dose inhibition, % at 10 µM; IC50 in µM for titrated hits | actives 0.13% (n = 290,000);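 active = spots per cell inhibited over 60%, with over 100 cells counted and total cytoplasm intensity under 500,000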;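 also: U2OS cells stably carrying GPR55 and arrestin-GFP stimulated by 5 µM LPI near EC80; imaged beta-arrestin-GFP aggregate spots per cell after agonist stimulation; plate controls were LPI-stimulated DMSO wells for no effect and DMSO wells without LPI for full effect; some results filed as inactive read as strong as hits; confirmed hits need IC50 under 10 µM and bright autofluorescent wells are also inconclusive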
GPR55 beta-arrestin: selective activators of receptor GPR55 – imaging, U2OS cells, beta-arrestin-GFP redistribution, primary screen (AID 1961) | U2OS GPR55 beta-arrestin-GFP redistribution imaging; higher % means a stronger effect | actives 0.048% (n = 290,000) | activation, % at 10 µM; hits with a dose series show EC50 in µM;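 active = activation above 40% with more than 50 cells counted in the well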;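 also: U2OS osteosarcoma cells stably expressing GPR55 and beta-arrestin-GFP; plate controls were DMSO negative control for no effect and LPI positive control for full effect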
GPR35 antagonists: GPR35 antagonists blocking zaprinast-driven arrestin recruitment, primary screen, imaging, U2OS, beta-arrestin-GFP, zaprinast agonist (AID 2058); U2OS GPR35 beta-arrestin-GFP translocation imaging, zaprinast antagonism; higher % means a stronger effect; one-dose inhibition, % at 10 µM; IC50 in µM for titrated hits; actives 0.052% (n = 290,000);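 active = inhibition of at least 50% with at least 30 cells and total cytoplasm GFP at most 10,000,000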
HIV fusion peptide: cell-free HIV fusion peptide-binding blockers – biochemical, uHTS, fluorescence dequenching, primary screen (AID 1986); cell-free peptide binding, fluorescence dequenching, 30 min; higher % means a stronger effect; inhibition, % at 20 µM, or IC50 in µM where a hit was titrated; actives 0.3% (n = 290,000); in the data active = inhibition mostly above about 52%, no sharp cut-off; inactive = mostly below about 76%; also: some results filed as inactive read as strong as hits
NTR1 ag: agonists of NTR1, primary screen, imaging, U2OS cells, beta-arrestin-GFP, high content (AID 493036) | P30989 | actives 0.17% (n = 330,000) | NTR1-U2OS beta-arrestin-GFP spot imaging, agonist mode | activation, % at 20 µM;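 active = activation at or above 40% of the spot to cytoplasm intensity ratio, with at least 20 cells analyzed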;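 also: 0% = DMSO without peptide and 100% = 100 nM NTR1 peptide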
Target sequence (P30989 whole entry, looked up): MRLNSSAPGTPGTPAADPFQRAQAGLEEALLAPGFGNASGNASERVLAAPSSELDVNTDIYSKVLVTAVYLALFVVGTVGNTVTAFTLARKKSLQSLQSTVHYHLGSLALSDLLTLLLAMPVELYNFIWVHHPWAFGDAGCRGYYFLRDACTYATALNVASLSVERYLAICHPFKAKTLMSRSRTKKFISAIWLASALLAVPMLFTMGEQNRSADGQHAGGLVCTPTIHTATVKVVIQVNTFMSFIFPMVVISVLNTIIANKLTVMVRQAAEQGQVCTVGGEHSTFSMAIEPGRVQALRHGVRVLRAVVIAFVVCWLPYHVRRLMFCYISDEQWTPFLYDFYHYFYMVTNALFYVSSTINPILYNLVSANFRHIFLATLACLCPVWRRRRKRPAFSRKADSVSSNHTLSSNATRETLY
K1F lysis inhibition: protection from phage-mediated lysis, alamar blue read-out – E. coli UTI89, K1F phage, bacterial capsule biogenesis inhibitors (AID 488966); actives 0.02% (n = 340,000); E. coli UTI89 K1F phage lysis, alamar blue, 2 h; higher % means a stronger effect; inhibition, % at 100 µM; hits with a dose series show IC50 in µM;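 active = phage lysis inhibition, versus mean bacterial control, above a set limit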;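 also: capsule biogenesis inhibitors block K1F phage lysis so surviving cells raise fluorescence; higher fluorescence means more inhibition of phage lysis; actives were called in the ten point dose series up to 300 µM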
AID2073: disruptors of CaV2.2 binding to Mint1 – biochemical, HTRF (AID 2073). actives 0.19% (n = 290,000). HTRF protein-protein interaction, Mint1-CaV2.2; higher % means a stronger effect. inhibition, % at 20 µM; hits with a dose series show IC50 in µM; in the data active = inhibition mostly above about 51%, no sharp cut-off; also: some results filed as inactive read as strong as hits
SIAH1 antagonists: blockers of Siah-1 interaction with plectin peptide – biochemical, fluorescence polarization, rhodamine-plectin, uHTS, primary screen (AID 1817); Siah-1 / rhodamine-plectin peptide fluorescence polarization; higher % means a stronger effect; displacement, % at 20 µM, or IC50 in µM where a hit was titrated; actives 0.02% (n = 290,000);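 active = displacement of at least 50% at 20 µM, with a fluorescence ratio check between 0.3 and a set limit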;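 also: plate controls were Siah plus tracer with DMSO for no effect and tracer alone without Siah for full effect; strong numbers were not always called active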
NS5 inhibitors: Dengue-2 NS5 methyltransferase inhibitors, primary screen, biochemical, confirmation dose response (AID 588689) | Dengue-2 NS5 methyltransferase capping enzyme assay, biochemical; higher % means a stronger effect | one-dose inhibition, % at 25 µM; IC50 in µM for titrated hits | actives 0.3% (n = 340,000); in the data active = a potency from the dose series
NTR1 ag cell count 20 µM: also measured in NTR1 ag; calls as there; cell count; measured here: cell count, cytotoxicity flag
NS5 inhibitors pilot replicate: second read-out of NS5 inhibitors, no call of its own (marks repeat the call); inhibition, %; measured here: pilot screen replicate inhibition
* hit, by the source's call; . = no result given; [ ] = remark or other dose.

SMILES	GPR55 antagonists	GPR55 beta-arrestin	GPR35 antagonists	HIV fusion peptide	NTR1 ag	NTR1 ag cell count 20 µM	K1F lysis inhibition	AID2073	SIAH1 antagonists	NS5 inhibitors	others
Cc1cc(C)c2cc(CN(Cc3ccco3)C(=S)NCC3CCCO3)c(=O)[nH]c2c1 (configuration not stated)	-5%	0.3%	13%	5.8%	7.8	45	-0.2%	12%	-9%	-4%
O=[N+]([O-])c1cccc(Cl)c1N1CCOCC1	16%	0.5%	-4%	1.4%	2.0	83	1.1%[50 µM]	1%	1%	-3%
Cc1cc(NC(=O)Nc2cccc(C(F)(F)F)c2)no1	-11%	-0.1%	-6%	2.8%	0.9	88	4.4%	6%	2%	-6%
COc1ccc(C2CC(c3cccs3)=NN2S(C)(=O)=O)cc1OC (configuration not stated)	-3%	0.1%	6%	1.2%	-0.1	57	0.5%	-5%	2%	-1%
C/C=C\C=C\C(=O)N1CC2(CC(c3cccc(NC(=O)COc4ccc(Cl)cc4)c3)=NO2)C[C@H]1C(N)=O (some centres not stated)	11%	-0.2%	-4%	5.3%	1.3	85	0.8%	15%	13%	-36%
CC(=O)c1cccc(NC(=O)COc2ccc(S(=O)(=O)N3CCCCC3)cc2)c1	0%	-0.1%	-5%	3.6%	-0.9	60	0.7%	4%	0%	3%
Cc1cc(C)cc(OCC(=O)Nc2cnn(CCCC(=O)O)c2)c1	17%	0.3%	-3%	-0.2%	-0.7	46	2.6%[50 µM]	10%	6%	2%
CCCc1cc(Nc2c(C)n(C)n(-c3ccccc3)c2=O)n2c(nc3ccccc32)c1C#N	2%	-0.1%	-5%	-1.0%	-0.5	74	7.3%	8%	1%	-5%
CCCNC(=O)NC(=O)COc1ccc(-c2ccc(C#N)cc2)cc1	1%	-0.4%	6%	1.0%	0.7	64	0.2%	34%	-4%	-1%
CC1CCC(NC(=O)C2CCN(c3cnccn3)CC2)CC1 (configuration not stated)	2%	-0.1%	11%	2.5%	1.8	75	0.0%	7%	11%	-7%
O=C1CC(c2ccccc2)Sc2nc3ccccc3n21 (configuration not stated)	-5%	0.8%	-3%	-1.0%	-0.5	66	-0.6%	4%	5%	1%
Cc1ccc(S(=O)(=O)N(C)CCCC(=O)NCc2ccc3c(c2)OCO3)cc1	13%	0.1%	8%	-0.2%	-0.5	48	-0.1%	-18%	-1%	-1%
COC(=O)COc1ccc(-c2ccc(F)cc2)cc1C=O	-13%	0.1%	-16%	2.6%	10	50	-1.5%	11%	-8%	1%
CN1C(C(=O)NCc2cccc(Br)c2)CC2Cn3c(nc4ccccc43)C21 (configuration not stated)	-4%	-0.1%	8%	-0.8%	-4.5	95	-0.3%	1%	10%	1%
COc1ccc2[nH]c3c(c2c1)CCN1C(=O)N([C@@H](C)C(=O)NCc2c(F)cccc2Cl)C(=O)[C@]31C	7%	-0.1%	10%	-0.7%	-1.7	98	0.5%	8%	3%	-3%
COc1ccc(NC(=O)c2ccc(F)c(F)c2)c2ccccc12	6%	-0.2%	-8%	-2.1%	0.1	59	0.3%	-4%	-2%	-4%
COc1ccc(C(=O)NC2CCCc3c2cnn3-c2ccccc2F)cc1OC (configuration not stated)	13%	-0.2%	5%	1.2%	0.2	65	0.2%	-6%	1%	-2%
O=C(NCc1ccc2c(c1)OCO2)c1cc2n(n1)C(C(F)(F)F)CC(c1ccc3c(c1)OCO3)N2 (configuration not stated)	0%	-0.1%	4%	0.3%	3.5	41	0.1%	2%	1%	-2%
O=C(CCc1c[nH]c2ccccc12)N1CCCCCCC1	-9%	0.4%	-8%	-2.8%	1.5	73	-0.1%	6%	-4%	-4%
Cc1ccc(NC(=O)COc2ccc(/C=N\NC(=O)c3cccnc3)cc2)cc1C	0%	-0.2%	-1%	8.8%	1.9	66	0.1%	47%	10%	-2%

In the list so far, these have a cyano group.
SMILES	GPR55 antagonists	GPR55 beta-arrestin	GPR35 antagonists	HIV fusion peptide	NTR1 ag	NTR1 ag cell count 20 µM	K1F lysis inhibition	AID2073	SIAH1 antagonists	NS5 inhibitors	others
CCCc1cc(Nc2c(C)n(C)n(-c3ccccc3)c2=O)n2c(nc3ccccc32)c1C#N	2%	-0.1%	-5%	-1.0%	-0.5	74	7.3%	8%	1%	-5%
CCCNC(=O)NC(=O)COc1ccc(-c2ccc(C#N)cc2)cc1	1%	-0.4%	6%	1.0%	0.7	64	0.2%	34%	-4%	-1%

Back to the main list; the five compounds before the break are reprinted first.
SMILES	GPR55 antagonists	GPR55 beta-arrestin	GPR35 antagonists	HIV fusion peptide	NTR1 ag	NTR1 ag cell count 20 µM	K1F lysis inhibition	AID2073	SIAH1 antagonists	NS5 inhibitors	others
COc1ccc(NC(=O)c2ccc(F)c(F)c2)c2ccccc12	6%	-0.2%	-8%	-2.1%	0.1	59	0.3%	-4%	-2%	-4%
COc1ccc(C(=O)NC2CCCc3c2cnn3-c2ccccc2F)cc1OC (configuration not stated)	13%	-0.2%	5%	1.2%	0.2	65	0.2%	-6%	1%	-2%
O=C(NCc1ccc2c(c1)OCO2)c1cc2n(n1)C(C(F)(F)F)CC(c1ccc3c(c1)OCO3)N2 (configuration not stated)	0%	-0.1%	4%	0.3%	3.5	41	0.1%	2%	1%	-2%
O=C(CCc1c[nH]c2ccccc12)N1CCCCCCC1	-9%	0.4%	-8%	-2.8%	1.5	73	-0.1%	6%	-4%	-4%
Cc1ccc(NC(=O)COc2ccc(/C=N\NC(=O)c3cccnc3)cc2)cc1C	0%	-0.2%	-1%	8.8%	1.9	66	0.1%	47%	10%	-2%
Cc1ccc(C(=O)COC(=O)c2ccc3c(c2)C(=O)N(c2cccc4ncccc24)C3=O)cc1C	6%	-0.1%	1%	-2.9%	19	82	-0.1%	2%	-3%	-6%
Cn1c(=O)c2sccc2n(Cc2cccc(Br)c2)c1=O	6%	0.4%	-1%	-0.4%	0.0	58	-0.5%	2%	2%	.
Oc1cccc(NC(=S)Nc2ccccc2)c1	5%	-0.1%	1%	-2.5%	0.9	50	0.2%	-5%	0%	-8%
COC(=O)CSc1nnc2n(-c3ccc(OC)cc3)c(=O)c3c4c(sc3n12)CCCCC4	3%	0.2%	-11%	4.2%	9.0	54	-0.3%	-8%	0%	-3%
O=c1c2oc3ccccc3c2ncn1Cc1ccccc1F	-9%	0.3%	-3%	-2.7%	0.0	87	0.1%	0%	-4%	0%
Cc1ccc2[nH]c(=O)c(CN(Cc3cccs3)Cc3nnnn3CC3CCCO3)cc2c1 (configuration not stated)	25%	-0.1%	-4%	-2.7%	0.9	45	-0.3%	22%	2%	-1%
CC1(C)CCC(=O)N2CC[C@H]3C[C@H](OC(=O)Nc4ccc(Br)cc4)C[C@@H]1[C@H]32	-8%	0.0%	4%	0.8%	0.7	94	-0.9%	8%	1%	-5%
CN(C)CCN(C(=O)c1ccc2c(c1)OCCO2)c1nc2c(Cl)cccc2s1	-21%	-0.2%	9%	-1.6%	1.5	68	0.0%	7%	-4%	0%
O=C(CCc1ccccc1)NNC(=O)COc1ccc(Cl)cc1	0%	-0.1%	-8%	-1.5%	0.3	64	-0.2%	4%	6%	-3%
O=C(O)C1CCN(c2ccc([N+](=O)[O-])cc2[N+](=O)[O-])CC1	14%	-0.1%	0%	-1.3%	3.2	51	0.1%	7%	-5%	-2%
O=C1C(=O)N(c2ccccc2)c2ccccc21	4%	-0.1%	-10%	1.6%	0.7	73	4.4%	3%	0%	-2%
CCCNC(=S)Nc1ccc(S(N)(=O)=O)cc1	8%	0.7%	-11%	-0.2%	2.2	40	.	18%	7%	.
CN(C(=O)c1cc2nc(-c3ccco3)cc(C(F)(F)F)n2n1)C1CCCCC1	-2%	0.0%	-6%	-1.1%	5.1	56	-0.1%	17%	4%	5%
COCC1CCN(Cc2cn[nH]c2-c2cc(OC)c(OC)c(OC)c2)CC1	-2%	0.0%	5%	2.2%	1.9	50	-3.4%	6%	2%	-3%
CSC[C@@H]1NC(=S)N(c2ccc(C)cc2)C1=O	15%	1.1%	-1%	-0.2%	1.0	100	1.4%	20%	18%	-13%
COc1ccc(CCn2c(C)nc3ccccc3c2=O)cc1OC	2%	-0.1%	17%	-2.2%	-1.0	81	0.0%	21%	-16%	-4%
O=C1NC(NS(=O)(=O)c2ccccc2)(C(F)(F)F)C(=O)N1Cc1cccnc1 (configuration not stated)	11%	0.0%	7%	-0.3%	0.8	86	0.5%	30%	-2%	-3%	NS5 inhibitors pilot replicate=-1.2
Cc1c(CCOC(=O)CC23CC4CC(CC(C)(C4)C2)C3)sc[n+]1CC(=O)c1ccccc1	36%	0.3%	22%	-1.4%	28	34	-0.1%	2%	-3%	0%
CC(OC(=O)c1cccc(-n2cnnn2)c1)C(=O)Nc1ccc(F)cc1 (configuration not stated)	14%	0.0%	-4%	-1.0%	0.5	96	0.0%	16%	-4%	2%
Cc1cccc(Nc2ncc3c(n2)CC(c2ccco2)CC3=O)c1 (configuration not stated)	6%	-0.1%	-16%	-0.8%	2.4	46	0.3%	6%	2%	3%

Next section, starting with the last 2 of the part before.
SMILES	GPR55 antagonists	GPR55 beta-arrestin	GPR35 antagonists	HIV fusion peptide	NTR1 ag	NTR1 ag cell count 20 µM	K1F lysis inhibition	AID2073	SIAH1 antagonists	NS5 inhibitors	others
CC(OC(=O)c1cccc(-n2cnnn2)c1)C(=O)Nc1ccc(F)cc1 (configuration not stated)	14%	0.0%	-4%	-1.0%	0.5	96	0.0%	16%	-4%	2%
Cc1cccc(Nc2ncc3c(n2)CC(c2ccco2)CC3=O)c1 (configuration not stated)	6%	-0.1%	-16%	-0.8%	2.4	46	0.3%	6%	2%	3%
COc1ccc2[nH]c(-c3ccc(C)cc3)cc(=O)c2c1	1%	0.6%	-1%	-1.3%	2.8	81	-0.2%	13%	1%	-2%
O=C(NCc1ccccc1C(F)(F)F)C1CC(c2cccc(F)c2)=NO1 (configuration not stated)	3%	-0.2%	4%	0.0%	8.0	92	0.2%	-1%	-2%	-6%
S=c1nc2c(n[nH]1)c1ccccc1n2CCc1ccccc1	-8%	-0.3%	10%	-2.7%	1.5	54	0.2%	-19%	-4%	-5%
COc1ccc(C(=O)NC2CCN(S(=O)(=O)Cc3ccccc3)CC2)c(OC)c1	27%	0.0%	-3%	2.2%	-0.3	83	-0.1%	24%	3%	2%
